FLuc counter = firefly luciferase modulation, counter-screen for miR-21 project; P08659; purified FLuc, Km substrates, luminescence inhibition; Potency, µM (series often up to 57.5 µM), for inactives: top-dose activity change, negative = inhibition, actives largely listed as inhibitors; 360,000 compounds, 6.9% hits;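 note: plate controls were vehicle for no effect and reference inhibitor for full effect; nearly all actives have a fitted effect of over 55% in size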
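Purified P. pyralis luciferase, 10 nM final, with Km-level 10 uM D-luciferin and 10 uM ATP in 50 mM Tris acetate pH 7.5, 10 mM Mg acetate, 0.01% Tween-20, 0.05% BSA; 6-point qHTS titration about 60 µM downward; luminescence read.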
uPA surface inh = cell surface uPA generation inhibition | cell surface uPA generation assay, qHTS | AID 540303 | 330,000 compounds, 0.31% hits | Potency, µM (doses to about 38.3 µM), for inactives: at the highest dose activity change, negative = inhibition, most hits filed as inhibitors; active = well fitted inhibition curve with a large enough effect; inconclusive = small, poorly fitted or top-dose-only effect; inactive = no such curve, though single readings can be large or run the other way; tested in mouse RAW 264.7 cells; note: % is set by controls: 0 for no effect and ±100 for the full control effect; nearly all actives have a fitted effect of over 55% in size
BRCA1 expr up = increases BRCA1 expression | Potency, µM (top dose mostly 46.1 µM), for inactives: top-dose activation, hits mostly activators | MCF7-BRCA1-FFLuc reporter, luminescence, 48 h; response scale: scaled: vehicle 0%, 10 µM genistein 100% | 380,000 compounds, 1.1% hits; note: nearly all actives have a fitted effect of over 80% in size; some results filed as inactive show a strong effect at the top dose
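Cells: MCF7-BRCA1-FFLuc, 2000/well. Exposure: 48 h, 37 °C, 5% CO2. Read: luminescence, 15 min post-substrate. Controls: genistein 10 microM (maximal activation), DMSO (neutral).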
NPC1 prom act = activators of NPC1 promoter. Huh7 NPC1 promoter luciferase reporter, 24 h. Potency, µM (series often up to 9.22 µM), for the others: top-dose activation, usual class: activators. 320,000 compounds, 2.4% hits;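 note: % of control where 0% means no effect; nearly all actives have a fitted effect of over 60% in size; reporter is driven by a mutant NPC1 promoter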
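Luminescence read-out of NPC1 promoter-driven luciferase in stably transfected Huh7 cells; compounds delivered in DMSO and left 24 h at 37C, 5% CO2, qHTS titration format.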
MBNL1 CUG block = inhibitors of human MBNL1 binding to CUG repeat RNA; Q9NR56; TR-FRET MBNL1-His/biotin-(CUG)12 binding, 665/545 ratio; Potency, µM (highest dose often 57.5 µM), without a hit: top-dose activity change, negative = inhibition, usual class: inhibitors; 280,000 compounds, 0.036% hits; active = well fitted inhibition curve with a large enough effect in the signal ratio, with a control signal flat, not every such curve was filed as active; inconclusive = small, poorly fitted or top-dose-only effect, or effect the other way, or a change in a side signal; inactive = no such curve, though single readings can be large or run the other way; the % refers to the signal ratio; note: % is set by controls: 0 for no effect and ±100 for the full control effect
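MBNL1-His + Biotin-(CUG)12, cpd titration 92 nM–58 uM; Tb anti-His Ab 0.055 ng/ul, SA-XL665 5 nM (final); 60 min RT; ratiometric 665/545 nm, Ex 340 nm; normalized to buffer and full-complex controls.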
VP16 counter = inhibits Gal4-VP16 luciferase reporter, ROR gamma counter-screen; Drosophila S2 Gal4-VP16 UAS-luciferase, luminescence, 20 h; Potency, µM (top dose mostly 53.6 µM), without a hit: top-dose activity, negative = inhibition, hits mostly inhibitors; 310,000 compounds, 3.5% hits; AID 2546;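 note: Gal4-VP16 expression switched on by copper sulfate through the metallothionein promoter; % is set by controls: 0 for no effect and ±100 for the full control effect; nearly all actives have a fitted effect of over 50% in size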
ELG1 genotox = induces genotoxicity in HEK293T cells with luciferase-tagged ELG1. HEK293T ELG1-luciferase reporter, luminescence, 16 h. Potency, µM (series often up to 46 µM), inactives show top-dose activity change, positive = activation, usual class: activators. 330,000 compounds, 1.3% hits; note: % of control where 0% means no effect; nearly all actives have a fitted effect of over 60% in size
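Cells (2,000/well) expressing the ELG1-luciferase fusion are dosed by pin tool and kept 16 hr at 37 °C, 5% CO2. Signal comes from ONE-Glo luciferase reagent after 30 min at room temperature.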
RORg inh = blocks mouse ROR gamma transcriptional activity | P51450 | Drosophila S2 Gal4-RORgamma UAS-luciferase reporter, 20 h | Potency, µM (doses to about 53.6 µM), without a hit: at the top dose activity change, negative = inhibition, most hits filed as inhibitors | 310,000 compounds, 5.4% hits | AID 2551; note: % is set by controls: 0 for no effect and ±100 for the full control effect; nearly all actives have a fitted effect of over 60% in size
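Read-out: Photinus luciferase luminescence; inhibitors lower reporter signal. Insect Schneider cells with Gal4-ROR gamma fusion under metallothionein promoter, UAS reporter; 700 uM final copper sulfate induction, 20 hr, ambient temperature.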
CXXC DNA block = blocks binding of human MLL CXXC domain to DNA. MLL-CXXC / FITC-HOXA9 DNA fluorescence polarization. 290,000 compounds, 0.037% hits. Q03164. Potency, µM (series often up to 115 µM), inactives show at the top dose activity change, negative = inhibition, most hits filed as inhibitors. AID 2662; active = well fitted inhibition curve with a large enough effect in the polarisation, with a control signal flat, not every such curve was filed as active; inconclusive = small, poorly fitted or top-dose-only effect, or effect the other way, or a change in a side signal; inactive = no such curve, though single readings can be large or run the other way; the % refers to the polarisation
Target sequence (Q03164 whole entry, looked up, the tested form may be a part): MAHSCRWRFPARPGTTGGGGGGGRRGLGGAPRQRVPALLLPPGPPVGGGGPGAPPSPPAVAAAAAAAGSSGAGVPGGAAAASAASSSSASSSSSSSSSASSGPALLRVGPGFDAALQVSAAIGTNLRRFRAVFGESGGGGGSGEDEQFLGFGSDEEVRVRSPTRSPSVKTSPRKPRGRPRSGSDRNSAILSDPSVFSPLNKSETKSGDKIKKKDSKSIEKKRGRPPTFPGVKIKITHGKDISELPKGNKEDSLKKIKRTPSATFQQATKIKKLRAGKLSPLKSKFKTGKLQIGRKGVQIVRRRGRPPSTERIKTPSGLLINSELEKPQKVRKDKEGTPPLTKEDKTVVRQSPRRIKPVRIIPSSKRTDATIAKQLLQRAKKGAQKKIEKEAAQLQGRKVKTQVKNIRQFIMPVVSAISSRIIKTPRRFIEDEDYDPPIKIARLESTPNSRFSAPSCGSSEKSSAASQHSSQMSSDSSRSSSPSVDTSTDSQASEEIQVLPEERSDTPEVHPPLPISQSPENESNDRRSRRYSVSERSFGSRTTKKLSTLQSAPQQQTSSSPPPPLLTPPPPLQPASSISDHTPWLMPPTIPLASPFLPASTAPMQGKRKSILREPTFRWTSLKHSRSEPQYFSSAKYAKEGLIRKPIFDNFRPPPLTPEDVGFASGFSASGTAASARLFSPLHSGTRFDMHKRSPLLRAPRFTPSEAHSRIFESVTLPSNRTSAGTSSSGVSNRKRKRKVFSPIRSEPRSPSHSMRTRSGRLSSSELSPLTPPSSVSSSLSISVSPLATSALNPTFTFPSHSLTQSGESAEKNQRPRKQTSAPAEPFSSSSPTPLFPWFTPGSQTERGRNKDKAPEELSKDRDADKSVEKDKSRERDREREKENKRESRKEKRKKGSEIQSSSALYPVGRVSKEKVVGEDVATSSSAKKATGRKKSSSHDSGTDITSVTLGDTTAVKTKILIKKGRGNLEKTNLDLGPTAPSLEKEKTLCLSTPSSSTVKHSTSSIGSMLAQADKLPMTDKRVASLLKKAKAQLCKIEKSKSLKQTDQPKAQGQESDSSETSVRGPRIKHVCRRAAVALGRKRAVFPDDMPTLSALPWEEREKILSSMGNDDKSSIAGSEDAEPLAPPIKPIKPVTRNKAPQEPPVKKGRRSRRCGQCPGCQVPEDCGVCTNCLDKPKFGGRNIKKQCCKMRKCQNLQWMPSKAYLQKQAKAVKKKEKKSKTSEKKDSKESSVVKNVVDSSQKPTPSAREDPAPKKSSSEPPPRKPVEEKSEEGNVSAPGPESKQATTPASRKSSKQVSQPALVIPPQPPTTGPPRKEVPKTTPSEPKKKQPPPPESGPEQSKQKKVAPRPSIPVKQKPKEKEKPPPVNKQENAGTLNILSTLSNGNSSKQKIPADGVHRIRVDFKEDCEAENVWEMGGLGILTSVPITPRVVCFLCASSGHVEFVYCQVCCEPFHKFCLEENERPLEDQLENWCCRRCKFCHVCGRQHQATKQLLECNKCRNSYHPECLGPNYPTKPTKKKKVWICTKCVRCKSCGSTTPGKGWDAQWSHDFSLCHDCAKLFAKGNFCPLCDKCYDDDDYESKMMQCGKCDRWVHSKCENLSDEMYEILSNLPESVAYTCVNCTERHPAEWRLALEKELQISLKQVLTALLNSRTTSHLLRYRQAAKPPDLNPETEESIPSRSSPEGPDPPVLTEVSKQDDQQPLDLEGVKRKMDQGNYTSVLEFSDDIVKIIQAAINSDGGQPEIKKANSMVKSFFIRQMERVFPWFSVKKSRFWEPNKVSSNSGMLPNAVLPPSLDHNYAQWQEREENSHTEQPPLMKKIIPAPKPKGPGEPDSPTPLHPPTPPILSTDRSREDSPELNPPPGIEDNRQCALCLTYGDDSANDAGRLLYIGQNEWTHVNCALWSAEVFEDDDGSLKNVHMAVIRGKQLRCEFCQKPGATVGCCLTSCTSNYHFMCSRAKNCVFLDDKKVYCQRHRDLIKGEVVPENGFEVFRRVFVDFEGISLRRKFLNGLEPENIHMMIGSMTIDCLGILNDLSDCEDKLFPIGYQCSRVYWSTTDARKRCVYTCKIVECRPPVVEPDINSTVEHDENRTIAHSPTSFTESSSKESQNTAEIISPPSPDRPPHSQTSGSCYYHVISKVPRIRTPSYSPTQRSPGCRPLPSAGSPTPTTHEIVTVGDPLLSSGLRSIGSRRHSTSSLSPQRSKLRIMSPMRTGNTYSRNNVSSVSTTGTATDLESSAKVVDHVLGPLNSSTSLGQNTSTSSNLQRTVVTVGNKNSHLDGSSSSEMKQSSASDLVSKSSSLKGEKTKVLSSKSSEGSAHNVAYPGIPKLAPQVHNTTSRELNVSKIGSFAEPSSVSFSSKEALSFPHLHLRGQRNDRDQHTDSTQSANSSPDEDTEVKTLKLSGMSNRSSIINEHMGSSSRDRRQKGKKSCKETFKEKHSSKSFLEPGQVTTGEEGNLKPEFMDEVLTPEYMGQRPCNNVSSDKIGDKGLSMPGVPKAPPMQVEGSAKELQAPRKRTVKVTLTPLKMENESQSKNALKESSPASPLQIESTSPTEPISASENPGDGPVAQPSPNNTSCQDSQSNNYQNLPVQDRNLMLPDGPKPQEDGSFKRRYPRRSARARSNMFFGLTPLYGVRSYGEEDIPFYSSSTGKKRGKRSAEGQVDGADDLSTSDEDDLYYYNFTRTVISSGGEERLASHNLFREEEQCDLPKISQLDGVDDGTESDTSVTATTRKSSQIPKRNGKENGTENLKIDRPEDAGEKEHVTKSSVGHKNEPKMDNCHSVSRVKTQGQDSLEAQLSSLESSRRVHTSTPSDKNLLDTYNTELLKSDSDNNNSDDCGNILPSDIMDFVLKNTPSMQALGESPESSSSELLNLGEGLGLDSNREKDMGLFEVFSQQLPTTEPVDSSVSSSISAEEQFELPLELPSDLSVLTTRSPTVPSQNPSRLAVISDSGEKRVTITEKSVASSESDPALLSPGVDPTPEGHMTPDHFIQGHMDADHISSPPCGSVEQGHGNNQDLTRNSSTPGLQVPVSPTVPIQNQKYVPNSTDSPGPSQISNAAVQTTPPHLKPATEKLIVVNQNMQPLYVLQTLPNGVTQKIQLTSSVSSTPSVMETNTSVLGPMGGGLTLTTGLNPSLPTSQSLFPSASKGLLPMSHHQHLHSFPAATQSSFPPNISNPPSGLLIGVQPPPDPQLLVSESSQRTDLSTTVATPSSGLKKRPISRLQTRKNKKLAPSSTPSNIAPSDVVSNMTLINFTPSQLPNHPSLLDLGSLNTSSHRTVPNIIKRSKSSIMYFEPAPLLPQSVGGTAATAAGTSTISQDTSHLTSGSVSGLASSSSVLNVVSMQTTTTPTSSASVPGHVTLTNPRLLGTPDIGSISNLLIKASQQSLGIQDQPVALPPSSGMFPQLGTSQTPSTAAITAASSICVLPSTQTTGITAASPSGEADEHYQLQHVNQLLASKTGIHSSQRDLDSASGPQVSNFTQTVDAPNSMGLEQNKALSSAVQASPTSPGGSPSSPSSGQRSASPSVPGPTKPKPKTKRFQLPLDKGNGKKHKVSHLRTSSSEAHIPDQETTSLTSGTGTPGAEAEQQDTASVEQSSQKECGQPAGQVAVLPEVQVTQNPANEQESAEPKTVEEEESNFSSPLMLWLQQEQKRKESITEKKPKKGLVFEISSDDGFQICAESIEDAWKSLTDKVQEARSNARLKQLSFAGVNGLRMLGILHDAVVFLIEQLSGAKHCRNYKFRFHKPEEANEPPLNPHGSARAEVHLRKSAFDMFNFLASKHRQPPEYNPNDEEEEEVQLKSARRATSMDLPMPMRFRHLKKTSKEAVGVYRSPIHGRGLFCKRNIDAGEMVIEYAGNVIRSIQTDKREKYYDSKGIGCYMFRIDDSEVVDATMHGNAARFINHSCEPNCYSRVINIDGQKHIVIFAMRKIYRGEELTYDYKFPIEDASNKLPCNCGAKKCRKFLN
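Fluorescence polarization: 7 uM MLL-CXXC (stock) preincubated 5 min with compounds, then 50 nM fluorescein-HOX-A9 DNA (stock) added; 30 min ambient. Buffer 50 mM Tris-HCl pH 7.5, 50 mM NaCl, 1 mM DTT, 0.05% BSA.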
Rab9 prom act = activators of Rab9 promoter; Potency, µM (doses to about 9.22 µM), for the others: at the highest dose activation, negative = inhibition, hits mostly activators; 320,000 compounds, 2.8% hits; Huh7 Rab9 promoter-luciferase reporter, luminescence, 24 h; AID 485297; note: % of control where 0% means no effect; nearly all actives have a fitted effect of over 60% in size
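Cells were plated at 1500 per well in reduced-serum medium with 10% FBS and left 2 h. Compound in DMSO was then added for 24 h at 37 °C. Reporter signal was read by luminescence after 10 min with luciferase detection reagent.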
p53 reactivation = re-activators of mutant p53; H1299 p53-A138V BP100-luciferase reporter, luminescence, 24 h; Potency, µM (titrated, usually from 92.2 µM), for the others: at the top dose activity change, positive = activation, most hits filed as activators; 320,000 compounds, 0.063% hits; AID 504706; note: % of control where 0% means no effect; nearly all actives have a fitted effect of over 45% in size
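p53-null H1299 cells stably carrying temperature-sensitive p53-A138V and a BP100-luciferase reporter were pinned with compounds (4-point, 1:5 series) and held 24 hrs at 37 deg C. Luminescence was read 10 min after detection reagent.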
Starred values were filed as active, the others as inactive; ? = inconclusive; . = no result given; [ ] = dose if it differs, or a comment. Unless noted, calls come from the whole dose curve; as a rule, active = well fitted curve in the direction sought with a large enough effect; inconclusive = small, poorly fitted or top-dose-only effect, or another doubt; inactive = no such curve, though single readings can be large; an effect the other way counts as inactive or inconclusive. Potency is the fitted concentration of half-maximal effect. An excerpt. The share of hits here may be higher or lower than overall.

nr | mol | FLuc counter | uPA surface inh | BRCA1 expr up | NPC1 prom act | MBNL1 CUG block | VP16 counter | ELG1 genotox | RORg inh | CXXC DNA block | Rab9 prom act | p53 reactivation
1 | O=[N+]([O-])c1ccc(S(=O)(=O)N/N=C/c2ccc3c(c2)OCO3)cc1 | -15% | 5% | 11% | -2% | ? | 6% | 0% | -30% | -3% | 0% | 0%
2 | Cc1cc(C)c(NC(=O)COC(=O)Cc2cccs2)c(C)c1 | -3% | -2% | -9% | -3% | . | . | 5% | . | . | -4% | 5%
3 | COCCNC(=O)C(=O)N/N=C/c1cccs1 | 2% | 8% | 7% | -3% | ? | 4% | -7% | 8% | 6% | 2% | 5%
4 | C=CCn1c(SCN2C(=O)c3ccccc3C2=O)nc2ccc(Cl)cc2c1=O | -1% | -2% | -23% | -16% | -1% | 7.9µM* | 4% | 8.9µM* | -1% | -18% | 0%
5 | Cc1cccc(-c2cc(C(=O)NCc3ccccn3)c3ccccc3n2)c1 | 8.5µM* | 2% | 24% | 9% | 24% | -3% | -2% | 1% | 3% | 17% | 12%
6 | Cc1nc2c(-c3ccc(Cl)cc3)cnn2c(N)c1-c1ccc(F)cc1 | 1.7µM* | -16% | 70% | 15% | -10% | -19% | 6.5µM* | -42% | 10% | ? | ?
7 | Cc1nc2cnccc2n1C | 3% | 3% | 10% | 13% | -8% | -2% | 0% | -7% | 2% | 2% | 1%
8 | COCCSc1ccccc1C(=O)Nc1ccc(Cl)cn1 | 0% | -3% | 15% | 1% | -2% | -3% | -3% | 1% | -1% | 7% | -15%
9 | COc1ccccc1C(=O)Nc1cccc(NC(=O)c2ccccc2OC)n1 | ? | 0% | -27% | 16% | 7% | 2% | 8% | 26%[1.91 µM] | 17% | -1% | 9%
10 | NC(=O)CNC(=O)C1CCN(S(=O)(=O)c2ccc(-n3cnnn3)cc2)CC1 | 0% | 6% | 0% | 5% | 0% | -11% | -1% | 0% | 4% | 12% | 1%
11 | O=C(CSc1ncnc2nc[nH]c12)Nc1ccc(Br)cc1Cl | -12% | -18% | 7% | 1% | -1% | 2% | 2% | 13% | -6% | 2% | 0%
12 | Cc1ccc2[nH]c3c(=O)[nH]ncc3c2c1 | -18% | 6% | 55% | 2% | -2% | 16% | 4% | -2% | -10% | -3% | -1%
13 | C/C(N)=C(/C#N)C(=O)COC(=O)C1CCC(C(C)(C)C)CC1 (stereo not given) | ? | 9% | -26% | -4% | -3% | ? | -1% | -2% | 4% | -7% | -7%
14 | Cc1ccc(NC(=O)CN2C(=O)NC3(CCCCC3C)C2=O)cc1S(=O)(=O)N1CCCCC1 (stereo not given) | 2% | -2% | -7% | -3% | . | . | -9% | . | . | -1% | -4%
15 | Cc1cc2c(c(=O)n1Cc1ccc3c(c1)OCO3)C(c1cccnc1)C(C#N)=C(N)O2 (stereo not given) | -6% | . | -4% | -18% | -1% | 0% | 1% | ? | 1% | -5% | -5%
16 | CCCCC(=NCCO)C1=C(O)C(C(=O)OC)C(C)(C)CC1=O (stereo not given) | 5% | 7% | -7% | 2% | -8% | 6% | -2% | -9% | -2% | 1% | 13%
17 | CC(C)(C)NC(=O)NC(=O)COC(=O)C1CC(=O)N(Cc2ccccc2)C1 (stereo not given) | 1% | 6% | 0% | -2% | -9% | -13% | -2% | -1% | 7% | 3% | -1%
18 | CCc1c(C)sc(NC(=O)CSc2nc3c(c(C(F)(F)F)n2)CCc2ccccc2-3)c1C#N | 7% | . | -8% | -2% | ? | -2% | -8% | ? | 6% | -4% | -1%
19 | C=CCNC(=O)CCC(=O)NNc1nc2ccccc2c2nc(-c3ccccc3)nn12 | ? | -8% | -44% | 0% | -5% | -8% | -2% | 0% | -18% | 1% | 5%
20 | Cc1ccc(S(=O)(=O)Nc2ccc3[nH]ccc3c2)cc1 | -14% | 4% | -7% | -1% | -3% | 21% | -4% | 23% | -1% | -3% | -5%
21 | O=C(c1cccs1)N1CCN(Cc2ccc3c(c2)OCO3)CC1 | -6% | -5% | 5% | 5% | -9% | 7% | -1% | 17% | 1% | -3% | 29%
22 | CNC(=O)c1c(NC(=O)CS(=O)(=O)c2ccc(F)cc2)sc(C)c1C | 2% | 1% | -18% | 7% | . | . | -12% | . | . | 0% | -2%
23 | CC(C)CC(/C(O)=C(\C#N)c1nc2ccccc2[nH]1)N1C(=O)c2ccccc2C1=O (stereo not given) | 5% | -10% | -52% | 2% | 1% | 20µM* | -15% | 7.9µM* | -1% | -3% | -2%
24 | COc1ccc(-c2ccc(-c3noc(-c4ccccc4C)n3)c(OC)n2)cc1 | ? | 5% | -20% | 0% | 2% | -24% | -1% | -16% | 18% | 1% | 2%
25 | CCCC1OC2CC3C4CCC5=CC(=O)C=CC5(C)C4C(O)CC3(C)C2(C(=O)O)O1 (stereo not given) | 8% | ? | -19% | -9% | -2% | -10% | 8% | 14µM* | -2% | -3% | .
26 | C=CCN(CC=C)CCOc1ccccc1[N+](=O)[O-] | 1% | -4% | 13% | 2% | 7% | -4% | -2% | 0% | 13% | -3% | 0%
27 | CCCOc1ccc(N2C(=O)CC(N(Cc3ccco3)C(=O)CC)C2=O)cc1 (stereo not given) | -1% | -3% | -9% | -1% | 3% | -7% | 1% | -11% | -7% | -1% | -1%
28 | CCOC(=O)C1=C(C)N(c2nonc2NC(C)=O)C(N)=C(C#N)C1c1ccccc1F (stereo not given) | -2% | 3% | -17% | 1% | 8% | 0% | 2% | 5% | -11% | -1% | -6%
29 | CC(C)OC(=O)c1nn2c(C(F)(F)F)cc(-c3ccc(Br)o3)nc2c1Br | -2% | . | -37% | -2% | 8% | -12% | 14% | -8% | ? | 5% | 1%
30 | CCCCCSc1nnc(C)c(=O)[nH]1 | -16% | . | -2% | 7% | -10% | 0% | 2% | 5% | -9% | -4% | 4%
31 | CC(C)(C)OC(=O)N1CCC[C@H]1C(=O)NCC1CCC(C(=O)O)CC1 (stereo not given in full) | -1% | 1% | 5% | 1% | -8% | -1% | -1% | 3% | 6% | 7% | -2%
32 | CCN(CC)CCNC(=S)Nc1ccc2nc(N3CCCC3)cc(C)c2c1 | 4% | ? | -61% | 5% | -5% | 4% | -1% | 3% | 7% | -10% | 8%
33 | Cc1sc2ncn(CC(=O)NCCCN3CC(C)CC(C)C3)c(=O)c2c1S(=O)(=O)N1CC(C)CC(C)C1 (stereo not given) | 0% | 1% | 0% | -4% | 5% | -3% | 1% | -4% | 8% | 0% | -1%
34 | COc1ccccc1-c1nnc(SCC(=O)N2CCOCC2)o1 | ? | -1% | -10% | 15% | -8% | 8% | 4% | -15% | 9% | 18% | ?
35 | Cc1ccc(/C=N/NC(=O)c2cccs2)cc1[N+](=O)[O-] | 7.6µM* | -21% | 13µM* | ? | ? | 15% | 9% | -34% | 2% | ? | 25%
36 | COc1ccc(OCC(=O)N(Cc2cccs2)C2CCS(=O)(=O)C2)cc1 (stereo not given) | -2% | -2% | 10% | -6% | -6% | 3% | 3% | 0% | -6% | -6% | -4%
37 | COCCCN=C1NN=C(c2cc(C)n(Cc3ccccc3Cl)c2C)CS1 | 12µM* | -3% | -71% | -4% | 2% | 13% | ? | ? | -9% | 23% | 18%
38 | CN1C(=O)C(O)(CC(=O)c2ccccn2)c2cc(Br)ccc21 (stereo not given) | 3% | -11% | -71% | 0% | 2% | 0% | ? | -3% | 1% | 9% | 15%
39 | Cc1ccc2nc(-c3ccc(NC(=O)CN(c4ccccc4C)S(C)(=O)=O)cc3)sc2c1 | 2.4µM* | 8% | -5% | ? | 0% | -1% | ? | 18% | 30%[activator] | 3.2µM* | ?
40 | Cc1ccccc1C(=O)N/N=C/c1ccc([N+](=O)[O-])s1 | ? | ? | -126%[inhibitor] | -8% | ? | 2µM* | -15% | 1.8µM* | -5% | -7% | -16%
41 | CC(=O)c1c(C)[nH]c(C(=O)Nc2cccc3ccccc23)c1C | -10% | 4% | -46% | 1% | 18% | 2% | -6% | -29% | 13% | 10% | 3%
42 | CC1CCN(C(=O)COC(=O)CCC(=O)c2cccs2)CC1 | -5% | 7% | 11% | 1% | . | . | 1% | . | . | -6% | 1%

Screens: PubChem BioAssay, National Center for Advancing Translational Sciences (NCATS)
